Bioassay records as filed in PubChem BioAssay.
LEDGF integ inh = blocks HIV-1 LEDGF/p75-dependent DNA integration; TR-FRET IN-LEDGF/p75 DNA integration, Eu/Cy5; inhibition, % at 3.7 µM; 370,000 compounds, 0.64% hits; AID 743269;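 active = inhibition above the screen-wide mean plus 3 SD, cut at about 13% in these data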;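 also: signal is the Cy5 over europium emission ratio at 671 and 618 nm; 0% = plate median of compound wells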
Tn7 DDE FP = disrupts Tn7 cyclic peptide binding to fibrin D-Dimer-E complex. FP displacement of FITC-Tn7 peptide from fibrin DD(E); 0% = median of compound wells per plate. inhibition, % at 8.3 µM. 370,000 compounds, 0.13% hits. AID 720508;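 active = inhibition above the mean of compounds falling within the control limits plus 3 SD of them, cut at about 14% in these data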;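 also: 0% = plate median of compound wells and 100% = 10 µM Aha-Tn7 peptide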
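Assay system: Fibrin-DD(E) protein isolated from polymerized human fibrin clots; read-out basis: percent inhibition; medium: Tris/NaCl/CaCl2 buffer, pH 7.8; signal: FP measurement; incubation: 10 min plus 3 h, room temperature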
MBD2 DNA inh = MBD2-methylated oligo binding inhibition | Q9UBB5 | TR-FRET, MBD2 binding to methylated oligonucleotide | inhibition, % at 4.4 µM | 370,000 compounds, 0.31% hits | AID 686964; in the data active = inhibition above about 13%
Target sequence (Q9UBB5 whole entry, looked up): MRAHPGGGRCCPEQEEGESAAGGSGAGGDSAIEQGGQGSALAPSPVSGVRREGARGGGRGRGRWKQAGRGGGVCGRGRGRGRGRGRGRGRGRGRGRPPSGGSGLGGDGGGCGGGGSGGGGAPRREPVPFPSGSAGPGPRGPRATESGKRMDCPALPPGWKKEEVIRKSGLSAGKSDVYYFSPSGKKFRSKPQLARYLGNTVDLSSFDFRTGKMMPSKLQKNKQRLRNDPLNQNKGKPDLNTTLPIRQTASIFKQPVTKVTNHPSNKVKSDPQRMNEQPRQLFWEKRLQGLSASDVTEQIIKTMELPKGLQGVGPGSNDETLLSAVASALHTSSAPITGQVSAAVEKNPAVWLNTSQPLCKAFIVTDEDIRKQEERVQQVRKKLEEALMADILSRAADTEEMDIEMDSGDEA
DDE Tn6 FP inh = inhibitors of Tn6 peptide binding to human fibrin DD(E). 370,000 compounds, 0.21% hits. P02675. Fibrin DD(E) TRITC-Tn6 fluorescence polarization displacement. inhibition, % at 8.3 µM. AID 720509;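 active = inhibition above a per-campaign cutoff: mean of compounds within control limits plus 3 SD, cut at about 15% in these data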;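 also: 0% = median of all compound wells on the plate and 100% = blocking peptide control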
PRMT1 inh = inhibitors of human PRMT1; Q99873; recombinant PRMT1, activity-based probe fluorescence polarization; inhibition, % at 2.79 µM; 370,000 compounds, 1.3% hits; AID 652257;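 active = inhibition above about 21% made by adding two undisclosed values, limit read from the data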
TCR CD3 inh = inhibitors of human TCR-CD3 interaction. TAMRA-labeled TCR probe fluorescence, biochemical. inhibition, % at 9.4 µM. 360,000 compounds, 0.37% hits. AID 651800; in the data active = inhibition above about 19%;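 also: recombinant mutant TCR 2C K166C tagged with TAMRA read by polarization; 0% = receptor in buffer alone and 100% = receptor with positive control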
KLK7 zymogen act = activates the human kallikrein-7 zymogen. P49862. purified proKLK7, EDANS-DABCYL substrate fluorescence; 100% is mature enzyme control, 0% vehicle. activation, % at 7 µM. 370,000 compounds, 0.9% hits. AID 652039;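 active = activation above the mean of all tested compounds plus 3 SD, computed per campaign excluding outliers beyond control limits, cut at about 13% in these data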
Target sequence (P49862 whole entry, looked up): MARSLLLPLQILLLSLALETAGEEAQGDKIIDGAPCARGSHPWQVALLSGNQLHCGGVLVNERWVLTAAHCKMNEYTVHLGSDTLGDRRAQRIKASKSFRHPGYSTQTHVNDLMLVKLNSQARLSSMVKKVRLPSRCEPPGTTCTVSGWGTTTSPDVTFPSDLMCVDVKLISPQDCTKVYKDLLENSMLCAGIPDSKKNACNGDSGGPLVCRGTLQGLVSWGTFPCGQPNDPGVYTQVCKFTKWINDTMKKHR
TDP2 inh = TDP2 (human) inhibition, absorbance primary screen; AID 720702; inhibition, % at 12.8 µM; 370,000 compounds, 0.34% hits; O95551; recombinant TDP2, T5PNP hydrolysis, p-nitrophenol absorbance 415 nm;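 active = inhibition above the mean of all tested compounds plus 3 SD, set per campaign, cut at about 25% in these data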;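 also: 0% = DMSO with enzyme and 100% = buffer with substrate but no TDP2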
Target sequence (O95551 whole entry, looked up): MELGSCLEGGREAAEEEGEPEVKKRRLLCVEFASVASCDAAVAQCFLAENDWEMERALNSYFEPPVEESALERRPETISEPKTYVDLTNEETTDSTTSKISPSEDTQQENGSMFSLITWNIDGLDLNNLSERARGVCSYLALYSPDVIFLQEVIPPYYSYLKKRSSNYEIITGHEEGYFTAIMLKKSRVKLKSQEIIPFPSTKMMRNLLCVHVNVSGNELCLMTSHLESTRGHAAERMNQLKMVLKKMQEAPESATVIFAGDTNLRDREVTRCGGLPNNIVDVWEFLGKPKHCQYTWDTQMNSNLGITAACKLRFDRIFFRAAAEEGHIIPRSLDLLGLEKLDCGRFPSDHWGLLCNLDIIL
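System – recombinant human TDP2 · Quantity – TDP2 enzyme at 120 nM final · Doses – single concentration, 12.8 µM nominal, with 1% DMSO · Incubation – 2 h at 37 °C · Measured by – epi absorbance of p-nitrophenol freed from T5PNP by hydrolysis · Read-out – % inhibition relative to enzyme-containing and enzyme-free wells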
UHRF1 binding = human UHRF1 methylated DNA binding inhibitors; 370,000 compounds, 0.75% hits; inhibition, % at 4.4 µM; AID 687016; UHRF1 binding to methylated oligo, TR-FRET; in the data active = inhibition above about 21%;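 also: UHRF1 SRA domain binding a hemimethylated CpG hairpin DNA probe; 0% = median of test compound wells and 100% = reference inhibitor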
SIAE primary = inhibitors of human sialic acid acetylesterase SIAE; 370,000 compounds, 0.69% hits; inhibition, % at 9.66 µM; SIAE FP-Rh probe binding, fluorescence polarization; Q9HAT2;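 active = inhibition above a cutoff: mean of compounds within the control limits plus 3 SD of those, cut at about 17% in these data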;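 also: 0% = plate median of compound wells and 100% = probe without SIAE protein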
* = called active by the depositor.

SMILES	LEDGF integ inh	Tn7 DDE FP	MBD2 DNA inh	DDE Tn6 FP inh	PRMT1 inh	TCR CD3 inh	KLK7 zymogen act	TDP2 inh	UHRF1 binding	SIAE primary
O=C1c2ccccc2NC(c2ccccc2O)N1O (stereo unspecified)	-2	6	3	5	3	-5	0.5	9	1	5
COc1ccc(-c2cc(C(F)(F)F)n3nc(C(=O)N4CCOCC4)c(Cl)c3n2)cc1	2	1	-6	4	-4	4	-0.6	8	1	-6
CCOc1ccc(N(CC(=O)Nc2c(C)n(C)n(-c3ccccc3)c2=O)S(=O)(=O)c2ccc(F)cc2)cc1	-5	2	6	-4	3	-1	0.0	7	2	-4
Cc1ccccc1-n1nnnc1SC(C)C(=O)Nc1ccc(N2CCN(C)CC2)cc1 (stereo unspecified)	-1	11	-3	5	-2	-2	0.1	5	0	-2
CCCOc1ccc(/C=N/NC(=O)c2ccc(Cn3cc([N+](=O)[O-])cn3)o2)cc1	-1	2	-4	10	-2	-1	-0.1	-4	-4	-16
CCOc1ccc(CNc2nc3ccccc3n2C)cc1	2	-3	6	2	4	2	0.4	-1	3	1
COCCNC(=S)NN=C1CCCCC1	0	-5	9	3	5	-2	-0.1	12	-2	8
Cc1cccc(N2CCN(C(=O)COc3ccc4c(C)cc(=O)oc4c3C)CC2)c1C	0	-2	-2	-14	-4	-1	-2.1	3	-3	4
COc1ccc(NC(=O)CSc2nc3nc(-c4cccs4)cc(C(F)(F)F)c3c(=O)[nH]2)c(OC)c1	1	-4	3	-4	-2	6	1.7	-11	-3	0
CCSc1nnc(NC(=O)Nc2cccc(C)c2)s1	-1	4	2	-5	-2	5	0.7	2	-2	-8
COc1ccc(NC(=O)c2ccccc2Oc2ccccc2)cc1	5	-1	-1	11	-4	0	0.2	4	-2	12
Cc1nc2ccc(NC(=O)C3CCCCC3)cc2s1	-5	-1	-4	0	1	-8	-0.3	-6	0	2
C=CCN(c1ccccc1)S(=O)(=O)c1ccc(Cl)c(C(=O)OCC(=O)NCCCN2CCCC2=O)c1	1	-1	-2	7	-2	3	0.5	11	-1	1
CC(=O)N1CCOc2ccc(S(=O)(=O)NCc3ccc(C)cc3)cc21	-2	7	-2	10	-4	15	0.4	3	1	6
S=C(NCCc1ccccc1)N1CCN(C(=S)NCCc2ccccc2)CC1	1	-3	2	6	-2	7	-0.2	2	-1	0

Whole records from above.
C=CCN(c1ccccc1)S(=O)(=O)c1ccc(Cl)c(C(=O)OCC(=O)NCCCN2CCCC2=O)c1 is listed with LEDGF integ inh: 1; Tn7 DDE FP: -1; MBD2 DNA inh: -2; DDE Tn6 FP inh: 7; PRMT1 inh: -2; TCR CD3 inh: 3; KLK7 zymogen act: 0.5; TDP2 inh: 11; UHRF1 binding: -1; SIAE primary: 1
Cc1ccccc1-n1nnnc1SC(C)C(=O)Nc1ccc(N2CCN(C)CC2)cc1 (stereo unspecified) is listed with LEDGF integ inh: -1; Tn7 DDE FP: 11; MBD2 DNA inh: -3; DDE Tn6 FP inh: 5; PRMT1 inh: -2; TCR CD3 inh: -2; KLK7 zymogen act: 0.1; TDP2 inh: 5; UHRF1 binding: 0; SIAE primary: -2
CCOc1ccc(N(CC(=O)Nc2c(C)n(C)n(-c3ccccc3)c2=O)S(=O)(=O)c2ccc(F)cc2)cc1 is listed with LEDGF integ inh: -5; Tn7 DDE FP: 2; MBD2 DNA inh: 6; DDE Tn6 FP inh: -4; PRMT1 inh: 3; TCR CD3 inh: -1; KLK7 zymogen act: 0.0; TDP2 inh: 7; UHRF1 binding: 2; SIAE primary: -4

The listing continues.
SMILES	LEDGF integ inh	Tn7 DDE FP	MBD2 DNA inh	DDE Tn6 FP inh	PRMT1 inh	TCR CD3 inh	KLK7 zymogen act	TDP2 inh	UHRF1 binding	SIAE primary
O=C1NC(Cc2ccccc2)c2nc3ccccc3c(=O)n2-c2cc3ccccc3cc21 (stereo unspecified)	-3	10	7	0	0	6	-1.6	11	19	-24
CN(Cc1ccccc1)C(=O)c1[nH]cnc1C(=O)Nc1ccccc1F	-2	4	-2	10	0	4	-1.2	-7	-1	-4
COc1ccc(C)cc1NC(=O)C1CCN(C(=O)Cc2ccccc2)CC1	-4	-1	0	-6	-4	-1	-0.2	-1	0	-3
CN(CC(=O)Nc1ccc(F)c(F)c1F)C(=O)c1ccc(N2CCCC2=O)cc1	5	-1	-5	1	-4	5	0.3	-2	0	-2
Cc1csc(NC(=O)Cn2nc(C)c([N+](=O)[O-])c2C)n1	-1	6	-11	8	-4	3	0.0	-2	-1	4
CCCc1nc2c(s1)CCc1onc(-c3ccc(OC)cc3)c1-2	-2	0	2	-3	8	-3	0.2	2	1	-6
Fc1cccc(C2NC(=S)NC3=C2N2CCC3CC2)c1 (stereo unspecified)	-2	2	1	6	2	12	-0.4	0	0	8
COC(=O)c1cccc(NC(=O)c2ccc[n+]([O-])c2)c1	9	-2	-1	-4	-5	0	-0.2	-18	-1	-4
CCOc1ccc(OCCC(=O)N(CC)CC(=O)Nc2ccccc2C(F)(F)F)cc1	-7	0	1	2	7	-4	0.1	-5	2	4
Cc1ccc(C(=O)c2c(NC(=O)c3cccnc3)sc3c2CCCC3)cc1	0	-5	-1	-9	0	7	0.6	-6	4	-4
O=C(c1ccco1)N1CCN(S(=O)(=O)c2ccc(Br)s2)CC1	-1	2	-3	9	4	3	0.1	3	2	8
Cc1cc(N2CCC(C(=O)NC3CC3)CC2)nc(-c2ccccc2)n1	-3	-2	-1	10	-2	10	0.6	-9	-2	2
O=C(O)/C=C/C(=O)Nc1nc(-c2ccc3ccccc3c2)cs1	-4	0	0	2	-2	-6	0.1	13	2	-4
O=C(CSCc1c(F)cccc1Cl)NCC1CCCO1 (stereo unspecified)	-4	-2	-2	3	-7	0	-0.1	1	-4	-7
Cc1ccnc(NC(=O)Cc2ccc(-c3ccccc3)cc2)c1	2	-5	-5	-10	-2	1	-0.1	-7	-1	-9
COc1ccc(S(=O)(=O)NCCc2ccncc2)cc1	2	-4	-3	1	1	2	-0.2	8	0	3
C=CCn1c(C)cc(C(=O)CSc2nnc3c(Cl)cc(Cl)cn23)c1C	-4	-6	-4	4	1	-5	0.8	-4	-2	-3
O=C(CCN1C(=O)c2ccccc2C1=O)NCc1ccccc1	2	1	2	6	1	2	0.6	-8	0	-5
CN(C)c1ccc2nsnc2c1[N+](=O)[O-]	3	-4	-1	15	-1	4	-0.5	-5	2	3
O=C(c1cccc(Br)c1)c1cn(-c2ccccc2)nc1C(=O)c1ccccc1	-1	6	3	4	-1	2	0.1	7	-1	-22
Cc1ncc(CO)c(/C=N/NC(=S)Nc2ccc(F)cc2)c1O	-4	1	-1	4	11	5	-31	0	-6	5
Cc1ccc(NC(=O)c2cc(S(=O)(=O)NCCC3=CCCCC3)ccc2F)cc1	3	-12	-1	-7	-3	4	0.4	-13	3	-17
C/C(=N\NC(=O)Cc1c(F)cccc1Cl)c1cccnc1	2	-5	6	-3	6	1	-0.2	-2	1	3
Cc1cccc(C)c1NC(=O)C(c1ccccc1)N1CCN(C/C=C/c2ccccc2)CC1 (stereo unspecified)	6	3	-5	-1	-1	-10	0.4	-18	1	-2
CCCCn1c(SCC(=O)c2cc(OC)ccc2OC)nc2cc(S(N)(=O)=O)ccc21	5	-8	9	-2	2	-5	1.7	-3	6	0
N#C/C(=C(/O)COc1ccccc1)c1nnc2n1CCCCC2	9	4	-6	-3	-2	-3	0.4	-13	0	4
CC1(C)CC(Cc2ccc(C(=O)c3ccccc3)cc2)N(C(=O)OC(C)(C)C)N1 (stereo unspecified)	5	5	-6	0	-2	-9	0.3	-14	1	0
Cn1cnnc1SCC(=O)Nc1c(F)cc(F)cc1Br	-4	-1	-3	3	-2	4	-0.3	-3	-2	-2
CC(C)(C)c1ccccc1OCCOCCNCc1ccccc1	2	7	-3	-1	0	13	-0.3	10	0	4
COc1ccc(C2C3=C(CCCC3=O)Nc3nc(SCc4ccc(C(=O)O)cc4)nn32)cc1OC (stereo unspecified)	1	-3	1	9	0	-4	-6.4	-4	1	-4
O=C(NNC(=S)NC(=O)c1ccccc1[N+](=O)[O-])c1ccccc1	0	7	4	-5	1	10	0.0	11	-2	3
Cc1ccc(-c2nc(C(=O)NCCCN(C)C)cc3c2[nH]c2ccccc23)cc1	1	-8	-1	-5	4	-3	6.9	-18	5	-9
COc1ccc(NC(=O)OC[C@@H]2CSCCS(=O)(=O)N2)cc1	-2	1	0	-3	3	2	-0.4	-3	0	2
O=C(C[N+]1(CC#Cc2ccccc2)CCOCC1)c1ccccc1	-5	-7	0	0	4	1	0.2	-8	-2	-6
CCOC(=O)c1c(/N=C/C2C(=O)CC(C)(C)CC2=O)sc2c1CCCC2	-11	2	6	-1	6	-1	-0.5	-6	7	-4
Nc1nc(SCc2ccccc2)c2ncn(CCO)c2n1	-2	-1	1	-3	1	2	0.0	6	0	-3
Cc1ccc(S(=O)(=O)c2ccc(Cl)cc2)cc1S(=O)(=O)N1CCOCC1	3	-5	-3	-4	3	-7	-0.1	-5	2	-8
c1ccc(CNc2ncnc3c2cnn3-c2ccccc2)cc1	2	8	-4	3	-4	-6	0.1	-20	4	-1
O=C(Nc1ccccc1N1CCCC1)c1ccccc1F	5	5	4	-1	-2	2	-0.7	6	-3	5
Cc1ccc(NNC(=O)c2cc(C(C)(C)C)nn2Cc2ccccc2)cc1	0	-3	-1	5	2	8	0.1	-16	0	3
O=C(Cn1cnc2c(cnn2-c2ccc(F)cc2)c1=O)NCC1CCCO1 (stereo unspecified)	0	-2	2	4	-3	10	0.9	0	1	3
CN1C(=O)CC(c2ccccc2)C1=O (stereo unspecified)	-1	-1	2	3	-1	0	0.4	4	-1	1
Cc1cc(C)c(C#N)c(SC(F)F)n1	-2	-1	4	1	0	0	-0.7	-2	4	1
CCOc1ccc(CN(C)C(=O)c2cccnc2SC)cc1OC	-8	0	6	-5	3	2	0.1	2	1	-3
CC(C)CC(=O)N1CCN(Cc2ccc3ccccc3c2)CC1	2	-4	0	-3	0	-3	0.2	11	-4	3
O=[N+]([O-])c1cccc(NC(=S)Nc2nc(-c3ccc(Cl)cc3Cl)cs2)c1	-1	-2	-3	4	-2	-5	-0.3	2	-1	8
CC(C)CNC(=O)c1c(F)c(F)c(F)c(F)c1F	-3	3	-1	-4	1	-2	0.0	-6	4	-3
COC(=O)c1sc2ccccc2c1NC(=O)c1ccc(S(=O)(=O)N2CCCCC2)cc1	-2	0	-3	-5	0	7	0.1	5	4	2
COc1ccc(C(=O)Nc2nncs2)cc1S(=O)(=O)N1CC(c2ccccc2)CC1=O (stereo unspecified)	1	-1	2	4	3	-4	0.7	3	-1	0
Cc1cc(C)n(C(=O)C(C)N2C(=O)c3ccccc3C2=O)n1 (stereo unspecified)	-5	-2	-6	8	0	5	0.8	7	-3	-5
COc1ccc(Nc2ncccc2C(=O)NCc2ccccc2)cc1	-1	5	4	1	-1	3	0.1	11	-1	1
COc1ccc(NC(=O)CN(C)C(=O)c2cc(-c3ccncc3)nc3ccccc23)cc1	-6	-6	5	-6	2	-2	0.1	-6	1	6
O=C(CCN1CCN(C/C=C/c2ccccc2)CC1)Nc1ccccc1F	-1	-1	5	1	3	-2	0.6	-5	3	-1
CCC(=O)c1ccccc1OCCN1CCN(CC)CC1	6	4	4	4	0	4	-0.1	8	1	4
